# Screening results (PubChem)
# GPR55 antagonists: inhibition of LPI-stimulated GPR55 beta-arrestin translocation – imaging, U2OS, beta-arrestin-GFP, LPI agonist, primary screen (AID 2013). 290,000 tested, 0.13% active. U2OS GPR55 beta-arrestin-GFP translocation imaging, LPI antagonism; higher % means a stronger effect. inhibition, % at 10 µM, or IC50 in µM where a hit was titrated;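 active = spots per cell inhibited over 60%, with over 100 cells counted and total cytoplasm intensity under 500,000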;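 note: U2OS cells stably carrying GPR55 and arrestin-GFP stimulated by 5 µM LPI near EC80; imaged beta-arrestin-GFP aggregate spots per cell after agonist stimulation; plate controls were LPI-stimulated DMSO wells for no effect and DMSO wells without LPI for full effect; some results filed as inactive read as strong as hits; confirmed hits need IC50 under 10 µM and bright autofluorescent wells are also inconclusive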
# GPR55 beta-arrestin: selective activators of receptor GPR55 – imaging, U2OS cells, beta-arrestin-GFP redistribution, primary screen (AID 1961); U2OS GPR55 beta-arrestin-GFP redistribution imaging; higher % means a stronger effect; activation, % at 10 µM, or EC50 in µM where a hit was titrated; 290,000 tested, 0.048% active;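 active = activation above 40% with more than 50 cells counted in the well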;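 note: U2OS osteosarcoma cells stably expressing GPR55 and beta-arrestin-GFP; plate controls were DMSO negative control for no effect and LPI positive control for full effect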
# Rac1 GTP hydrolysis: MgcRacGAP GTPase-activating activity inhibitors, confirmation, biochemical, ADP Hunter fluorescence. MgcRacGAP-stimulated Rac1 GTP hydrolysis, ADP Hunter fluorescence; higher % means a stronger effect; GST-tagged Rac1 F28L mutant substrate. inhibition, % at 30 µM; hits with a dose series show IC50 in µM. 340,000 tested, 0.6% active;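 active = first-screen hits whose inhibition reached a set limit at any dose in the follow-up dose series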;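 note: fluorescence reports GDP produced by GAP-driven GTP hydrolysis; strong numbers were not always called active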
# NTR1 ag: NTR1-driven beta-arrestin-GFP spot formation – imaging, U2OS cells, high content, primary screen (AID 493036) | P30989 | agonist mode | activation, % at 20 µM | 330,000 tested, 0.17% active;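 active = activation at or above 40% of the spot to cytoplasm intensity ratio, with at least 20 cells analyzed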;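 note: 0% = DMSO without peptide and 100% = 100 nM NTR1 peptide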
# Target sequence (P30989 whole entry, looked up): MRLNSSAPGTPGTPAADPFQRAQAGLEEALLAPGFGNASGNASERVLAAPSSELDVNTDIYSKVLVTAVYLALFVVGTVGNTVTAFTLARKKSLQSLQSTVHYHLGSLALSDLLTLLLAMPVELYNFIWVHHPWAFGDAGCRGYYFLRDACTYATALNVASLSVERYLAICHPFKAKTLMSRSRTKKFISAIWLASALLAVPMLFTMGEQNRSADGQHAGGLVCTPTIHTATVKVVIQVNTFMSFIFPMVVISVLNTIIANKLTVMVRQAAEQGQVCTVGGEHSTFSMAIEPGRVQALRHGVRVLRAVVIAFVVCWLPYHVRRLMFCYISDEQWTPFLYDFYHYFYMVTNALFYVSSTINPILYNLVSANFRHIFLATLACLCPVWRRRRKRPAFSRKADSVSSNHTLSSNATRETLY
# SV40 large T antigen: TAg ATPase/helicase activity blockers – biochemical (AID 1903); SV40 large T antigen ATPase/helicase inhibition assay; higher % means a stronger effect; inhibition, % at 20 µM; hits with a dose series show IC50 in µM; 310,000 tested, 0.39% active; in the data active = a potency from the dose series; note: strong numbers were not always called active
# T cell HTS: T cell immune modulation candidate. 2C CD8+ T cell-vesicle binding, flow cytometry; stronger effect = lower value. calls only at 7 µM. 330,000 tested, 0.068% active;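 active = response, share of CD8 T cells binding vesicles, and their 90th percentile fluorescence all below set limits, cut at about 80% in these data, passing the limit was not always enough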
#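 Read-out – percent CD8+ FL2 mean versus row control · System – murine 2C transgenic CD8+ T lymphocytes · Times – 1.5 h cell–vesicle binding at 37 °C, then 20 min icy labelling · Control set – naked vesicles low, QL9 vesicles with vehicle high · Detection – cytometric PE anti-B7-1 and Alexa647 anti-CD8 signals after 1% paraformaldehyde fixation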
# LYP inhibition: PTPN22 lymphoid phosphatase activity blockers – biochemical, fluorescence intensity, uHTS (AID 1779) | recombinant LYP phosphatase, fluorescence intensity; higher % means a stronger effect | one-dose inhibition, % at 11.5 µM; IC50 in µM for titrated hits | 290,000 tested, 0.054% active; in the data active = inhibition above about 50%;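 note: plate controls were vehicle with enzyme for no effect and no enzyme for full effect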
# GPR35 antagonists: inhibition of zaprinast-stimulated GPR35 beta-arrestin translocation – imaging, U2OS, beta-arrestin-GFP, zaprinast agonist, primary screen (AID 2058). inhibition, % at 10 µM, or IC50 in µM where a hit was titrated. 290,000 tested, 0.052% active. U2OS GPR35 beta-arrestin-GFP translocation imaging, zaprinast antagonism; higher % means a stronger effect;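 active = inhibition of at least 50% with at least 30 cells and total cytoplasm GFP at most 10,000,000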
# Hep lipid drop: hepatic lipid droplet formation modulation | AID 1656 | AML12 mouse hepatocytes, oleate lipid droplets, BODIPY imaging | inhibition, % at 6.5 µM | 240,000 tested, 0.4% active;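 active = lipid droplet intensity inhibited by at least 50%, with more than 500 cells counted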
#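 Assay system: AML12 mouse liver cells | Compound: 6.5 µM single-point dosing | Schedule: Overnight exposure | Technique: Fluorescence imaging, 20x objective, two fields per well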
# Hep lipid drop cells 6.5 µM: further read-out of Hep lipid drop, marked with its call; cell count; measured here: cell count, cytotoxicity flag;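 cells counted across two imaged fields per well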
# T cell HTS vesicle-bound %: also measured in T cell HTS; calls as there; double positive events, %; measured here: CD8+ vesicle-bound cell fraction;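 binding gate set so that unloaded-vesicle control wells show 10% double positive cells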
# NTR1 ag cell count 20 µM: recorded beside NTR1 ag, whose call it bears; cell count; measured here: cell count, cytotoxicity flag
# Numbers without * were called inactive; i = inactive; · = not tested or not shown.
(1) COc1cccc(C2CC(c3ccccc3)n3ncnc3N2)c1 (stereo not given)
(2) Cc1ccc(S(=O)(=O)NCCCn2ccnc2)cc1C(=O)NC(C)C
(3) COc1ccc(-c2cn3c(C)c(C(=O)NC(C)(C)C)sc3n2)cc1
(4) Cc1nc2ccccc2n1CC(=O)OCC(=O)Nc1ccc2c(c1)OCCO2
(5) O=S(=O)(NCCCN1CCOCC1)c1ccc(Cl)s1
(6) COc1nc(N)c(S(=O)(=O)c2ccccc2C)cc1C#N
(7) Cc1ccsc1C(=O)Nc1ccccc1N1CCOCC1
(8) C/C(=N/NC(=O)CN1CCN(S(=O)(=O)c2ccc(Br)cc2)CC1)c1ccco1

compound no.,1,2,3,4,5,6,7,8
NTR1 ag cell count 20 µM,56,57,61,64,56,57,55,41
SV40 large T antigen,1%,15%,5%,6%,6%,-13%,10%,13%
GPR55 antagonists,12%,9%,6%,-2%,-1%,8%,-19%,1%
GPR55 beta-arrestin,-0.1%,-0.1%,0.0%,0.0%,-0.2%,0.4%,0.1%,0.1%
Hep lipid drop,·,-10,17,·,12,31,-17,1
Rac1 GTP hydrolysis,-19%,6%,16%,3%,1%,4%,4%,8%
GPR35 antagonists,-6%,-2%,-7%,-7%,4%,11%,-13%,-6%
T cell HTS,i,i,i,i,i,i,i,i
Hep lipid drop cells 6.5 µM,·,825,720,·,778,704,749,584
NTR1 ag,0.3,0.4,1.1,0.9,0.8,1.1,3.9,2.5
LYP inhibition,-4%,-3%,-11%,-10%,-10%,-8%,-6%,-2%
T cell HTS vesicle-bound %,64,26,41,35,15,56,44,42

# Looked up above.
# Hep lipid drop cells 6.5 µM with compound 5 : 778
# Rac1 GTP hydrolysis with compound 4 : 3%

# Returning to the listing with the 3 entries that preceded the break.
(6) COc1nc(N)c(S(=O)(=O)c2ccccc2C)cc1C#N
(7) Cc1ccsc1C(=O)Nc1ccccc1N1CCOCC1
(8) C/C(=N/NC(=O)CN1CCN(S(=O)(=O)c2ccc(Br)cc2)CC1)c1ccco1
(9) O=C1CCCN1CCC1CCCCN1Cc1nc(-c2cnccn2)no1 (stereo not given)
(10) O=C(Cc1ccc(F)cc1)Nc1nnc(-c2ccc(F)cc2)o1
(11) O=C(NCCN1CCOCC1)c1cccc(S(=O)(=O)N2CCCCCC2)c1
(12) CC1CCN(CC(C)OC(=O)c2ccc3c(c2)OCCO3)CC1 (stereo not given)
(13) COC(=O)c1cc(=O)n(Cc2ccc3c(c2)OCO3)c(=Nc2ccc(F)c(Cl)c2)s1
(14) O=C(NCc1ccco1)C1CCCN1S(=O)(=O)c1ccc2ccccc2c1 (stereo not given)
(15) COc1ccc(C(=S)N2CCOCC2)cc1OC(=O)c1ccccc1
(16) CC1CCN(C(=O)/C(=C\c2ccccc2)NC(=O)c2ccccc2)CC1
(17) Cn1c(NC(=O)c2cccs2)c(-c2cccs2)c(=O)c2ccccc21
(18) O=C(NCc1ccccc1)c1cccnc1

compound no.,6,7,8,9,10,11,12,13,14,15,16,17,18
NTR1 ag cell count 20 µM,57,55,41,67,64,66,61,58,41,43,41,78,71
SV40 large T antigen,-13%,10%,13%,0%,-9%,2%,54%,7%,9%,1%,3%,-1%,5%
GPR55 antagonists,8%,-19%,1%,-8%,-4%,13%,1%,26%,6%,24%,4%,5%,12%
GPR55 beta-arrestin,0.4%,0.1%,0.1%,0.0%,-0.1%,-0.3%,-0.1%,0.2%,-0.2%,-0.1%,-0.1%,-0.2%,0.1%
Hep lipid drop,31,-17,1,9,-2,0,·,·,4,0,-15,·,-4
Rac1 GTP hydrolysis,4%,4%,8%,-8%,10%,3%,-4%,1%,-2%,9%,3%,8%,14%
GPR35 antagonists,11%,-13%,-6%,-6%,16%,11%,9%,-2%,-11%,24%,6%,6%,-12%
T cell HTS,i,i,i,i,i,i,i,i,·,i,i,i,i
Hep lipid drop cells 6.5 µM,704,749,584,723,756,751,·,·,750,795,784,·,804
NTR1 ag,1.1,3.9,2.5,-0.9,-0.1,2.4,-1.2,5.6,-1.1,1.2,3.3,-0.3,0.0
LYP inhibition,-8%,-6%,-2%,-11%,-7%,-5%,-5%,4%,-4%,-3%,0%,-1%,-10%
T cell HTS vesicle-bound %,56,44,42,18,27,39,29,18,·,23,29,55,55

# Profiles as entered above. Screens in order: NTR1 ag cell count 20 µM, SV40 large T antigen, GPR55 antagonists, GPR55 beta-arrestin, Hep lipid drop, Rac1 GTP hydrolysis, GPR35 antagonists, T cell HTS, Hep lipid drop cells 6.5 µM, NTR1 ag, LYP inhibition, T cell HTS vesicle-bound %
# `COC(=O)c1cc(=O)n(Cc2ccc3c(c2)OCO3)c(=Nc2ccc(F)c(Cl)c2)s1` in the list: 58, 7%, 26%, 0.2%, ·, 1%, -2%, i, ·, 5.6, 4%, 18
# `COc1ccc(C(=S)N2CCOCC2)cc1OC(=O)c1ccccc1` in the list: 43, 1%, 24%, -0.1%, 0, 9%, 24%, i, 795, 1.2, -3%, 23
